# Compound activity: PubChem BioAssay, Johns Hopkins Ion Channel Center
# CHT inh = inhibitors of human choline transporter CHT; High affinity choline transporter 1 (Homo sapiens), Q9GZV3; hit rate 0.86% among 310,000; B-score at 10 µM; CHT-expressing cells, membrane potential dye, choline response; active compounds read low;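 active means B-score over 3 SD under the library average, and starting fluorescence ratio not unusually high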;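 further: choline stimulus applied at its EC90 after an EC20 pre-addition; B-score computed on integrated fluorescence ratio after choline addition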
# Target sequence (Q9GZV3 whole entry, looked up): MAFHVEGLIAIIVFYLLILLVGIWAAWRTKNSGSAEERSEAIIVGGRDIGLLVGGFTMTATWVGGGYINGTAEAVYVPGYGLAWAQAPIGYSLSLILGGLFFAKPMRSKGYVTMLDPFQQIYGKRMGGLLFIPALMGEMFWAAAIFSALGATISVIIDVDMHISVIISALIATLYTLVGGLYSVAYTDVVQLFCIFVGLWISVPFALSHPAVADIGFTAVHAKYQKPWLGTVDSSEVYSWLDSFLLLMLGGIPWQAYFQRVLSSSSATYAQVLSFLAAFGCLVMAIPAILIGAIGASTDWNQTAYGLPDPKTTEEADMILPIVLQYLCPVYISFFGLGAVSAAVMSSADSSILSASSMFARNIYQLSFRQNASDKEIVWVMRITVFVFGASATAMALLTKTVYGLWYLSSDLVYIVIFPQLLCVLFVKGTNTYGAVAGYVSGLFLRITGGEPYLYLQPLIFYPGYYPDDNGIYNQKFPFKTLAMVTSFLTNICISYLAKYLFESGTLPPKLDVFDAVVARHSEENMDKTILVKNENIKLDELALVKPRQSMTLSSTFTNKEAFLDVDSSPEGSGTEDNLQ
# CHT PAM = CHT positive allosteric modulators, primary screen, cell-based, membrane potential dye, choline EC20. High affinity choline transporter 1 (Homo sapiens), Q9GZV3. CHT-expressing cells; active compounds read high; LV-AA mutant CHT in HEK293 cells. B-score at 10 µM. hit rate 0.49% among 310,000. AID 488977, 2010;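 active means initial fluorescence not abnormally high and integrated response B-score, plate-corrected, over 3 SD above library mean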
# Starred values were filed as active, the others as inactive; i = inactive. Hits appear at their usual frequency, and some 1.5% of all compounds hit somewhere here.
SMILES,CHT inh,CHT PAM
Cc1ncc(CN2CCCC(CCC(=O)NCc3ccccc3F)C2)s1 (centres undefined),i,i
CC(C)c1ccc(NC(=O)C2CCC(CNC(=O)[C@@H]3Cc4ccccc4CN3)CC2)cc1 (some centres undefined),i,i
O=[N+]([O-])c1ccc(/C=N/NC(=S)Nc2ccc(Cl)cc2Cl)s1,i,i
COc1ccc(/C=C(\C#N)C(=O)OCC(=O)NC(C)c2ccccc2)cc1 (centres undefined),i,i
CC(=O)c1ccc(NC(=S)NCCc2cccc(Cl)c2)cc1,i,i
O=C1CCCCC1C(O)c1ccc(Cl)cc1 (centres undefined),i,i
Cc1ccc(C)c2sc(N)nc12,i,i
COc1ccccc1C(=O)NCCCNC(=O)c1ccccn1,i,i
CCCC(=O)Nc1ccc(C#Cc2ccccc2)cc1,i,i
CCOC(=O)C(C(=O)OCC)C(CC(=O)C1CC1)c1ccccc1 (centres undefined),i,i

# The final 5 entries of the part above lead into the next:
SMILES,CHT inh,CHT PAM
O=C1CCCCC1C(O)c1ccc(Cl)cc1 (centres undefined),i,i
Cc1ccc(C)c2sc(N)nc12,i,i
COc1ccccc1C(=O)NCCCNC(=O)c1ccccn1,i,i
CCCC(=O)Nc1ccc(C#Cc2ccccc2)cc1,i,i
CCOC(=O)C(C(=O)OCC)C(CC(=O)C1CC1)c1ccccc1 (centres undefined),i,i
Cc1ccccc1C(=O)NNC(=O)CSc1nnc(C)n1-c1ccccc1,i,i
C=CCc1cc(OC)ccc1OCCN(C)Cc1ccccc1,i,i
Cc1cccc(NC(=O)c2cccc(NC(=O)c3ccco3)c2)c1C,i,i
Cc1ccc(C)c(N2CCN(CC(=O)Nc3ccc([N+](=O)[O-])cc3C(=O)Nc3ccccc3F)CC2)c1,i,i
COc1cc(-c2cc(-c3ccccc3)nc(SCC(=O)O)c2C#N)cc(OC)c1OC,i,i
CCCNC(=O)c1ccc(N2CC3CC(C2)c2cccc(=O)n2C3)c(NC(=O)Nc2ccc(CC)cc2)c1 (centres undefined),i,i
Cc1ccc(C)c(NC(=O)C[n+]2ccccc2)c1,i,i
CCOC(=O)CCc1nc2ccccc2[nH]1,i,i
CNC(=O)COc1coc(CN2CCN(C(=O)c3ccco3)CC2)cc1=O,i,i
Cc1ccc(-c2cc(N)n(-c3ccc(C)cc3)n2)cc1,i,i

# Copied from the entries so far, four compounds:
SMILES,CHT inh,CHT PAM
Cc1ccc(C)c(NC(=O)C[n+]2ccccc2)c1,i,i
CCOC(=O)CCc1nc2ccccc2[nH]1,i,i
CNC(=O)COc1coc(CN2CCN(C(=O)c3ccco3)CC2)cc1=O,i,i
Cc1ccc(-c2cc(N)n(-c3ccc(C)cc3)n2)cc1,i,i

# Additional results follow.
SMILES,CHT inh,CHT PAM
CC(C)(Oc1ccc(Cl)cc1)C(=O)O,i,i
CC(=O)c1oc2ccccc2c1N,i,i
O=c1[nH]c2ccc(NC(=S)Nc3ccccc3Cl)cc2[nH]1,i,i
CC(C)NC1CS(=O)(=O)CC1O (centres undefined),i,i
CCOc1ccc(CN2C(=O)c3ccccc3C2C(=O)NC(C)CC)cc1OC (centres undefined),i,i
CCN(CC)c1ccc2cc(/C(N)=N/NC(=O)c3cccs3)c(=O)oc2c1,i,i
COc1ccc(CCNC(=O)COc2cc(O)c3c(c2)OC(C)(C)CC3=O)cc1,i,i
CCc1ccc(NC(=O)c2sc3nc(C)nc(N4CCN(c5ccccn5)CC4)c3c2C)cc1,i,i
CCn1c(COc2cccc3cccnc23)nnc1SCC(=O)OC,i,i
Cc1cc(Nc2cccc(F)c2)nc(N2CCOCC2)n1,i,i
CCN(CC)C(=S)NC(=O)c1ccc(Cl)cc1Cl,i,i
COc1ccc(NC(=O)CN2C(=O)CSC(C)C2=O)cc1 (centres undefined),i,i
O=C(CNC(=O)c1ccc(Cl)cc1)OCCCOC(=O)CNC(=O)c1ccc(Cl)cc1,i,i
Cc1ccc(NC2CCCN(C(=O)c3cn4cc(Cl)ccc4n3)C2)cc1C (centres undefined),i,i
O=C(COC(=O)Cc1ccccc1[N+](=O)[O-])NCc1ccc(F)cc1,i,i
CC(/C=C/c1ccccc1)=N/NC(=O)c1nc2nc(C)cc(C)n2n1,i,i
Cc1c(NC(=O)CSCc2c(F)cccc2Cl)c(=O)n(-c2ccccc2)n1C,i,i
O=C(N=C1SC2CS(=O)(=O)CC2N1Cc1ccc(Cl)cc1)C1CCCO1 (centres undefined),i,i
Nc1nccnc1C(=O)OCC(=O)Nc1cccc(S(=O)(=O)N2CCCCC2)c1,i,i
CCN(C(=O)c1ccc2c(=O)n3c(nc2c1)CCCCC3)c1ccc(F)cc1,i,i
COc1ccc(OC)c(N(CC(=O)N2CCC(C)CC2)S(=O)(=O)c2ccc(OC)c(OC)c2)c1,i,i
Fc1cccc(CNCc2ccc3c(c2)OCO3)c1,i,i
CCCc1cc(=O)[nH]c(SCC(=O)N2CCN(c3ccccc3)CC2)n1,i,i
Cc1ccc(S(=O)(=O)NN=C2C3CC4CC(C3)CC2C4)cc1,i,i
CS(=O)(=O)N1CCN(C(=O)Nc2ccccc2)CC1,i,i
CCOC1=NC(C(=O)O)c2ccccc2/C(=C(/C)Cl)N1 (centres undefined),i,i
CC1CCCN(Cc2nc(Cc3ccccc3Cl)no2)C1 (centres undefined),i,i
O=C(Nc1ccc(Cl)cc1)N1CCN(c2ccc3nnc(-c4ccc(F)cc4)n3n2)CC1,i,i
Oc1ccc(/C=N/N2CCN(c3ccccn3)CC2)cc1,i,i
CCOC(=O)Cn1nnc(-c2ccccc2)n1,i,i
O=Nc1c(O)n(Cc2ccc(Cl)cc2Cl)c2ccccc12,i,i
COc1ccc(Nc2nccc(-c3cccc(N)c3)n2)cc1,i,i
COc1cccc(NC(=O)CN(C)C(=O)c2ccc(-c3ccccc3Cl)o2)c1,i,i
Cc1ccc2c(c1)NC(=O)C(CC(=O)NCc1ccc(F)cc1)O2 (centres undefined),i,i
C=CCOc1ccc(C=Nc2ccc(C)c(Cl)c2)c(O)c1,i,i
CC(C)NC(=O)c1ccccc1NC(=O)Cc1ccc([N+](=O)[O-])cc1,i,i
O=C(CSCc1ccc([N+](=O)[O-])cc1)NN=C1CCCCCC1,i,i
CC(C)c1ccc(CN2CCC(C(=O)NCc3cccnc3)CC2)cc1,i,i
Cc1ccc(N2C(=O)c3ccc(C(=O)N4CCOCC4)cc3C2=O)cc1C,i,i
CC(NC(=O)c1nn(C)c2c1CS(=O)(=O)c1ccccc1-2)c1ccccc1 (centres undefined),i,i

# Four entries from above, bar-delimited.
SMILES | CHT inh | CHT PAM
O=C(CNC(=O)c1ccc(Cl)cc1)OCCCOC(=O)CNC(=O)c1ccc(Cl)cc1 | i | i
Cc1ccc(NC2CCCN(C(=O)c3cn4cc(Cl)ccc4n3)C2)cc1C (centres undefined) | i | i
O=C(COC(=O)Cc1ccccc1[N+](=O)[O-])NCc1ccc(F)cc1 | i | i
CC(/C=C/c1ccccc1)=N/NC(=O)c1nc2nc(C)cc(C)n2n1 | i | i

# (next part)
SMILES,CHT inh,CHT PAM
CCOC(=O)N/N=C/c1c[nH]c2ccccc12,i,i
Cc1ccccc1OCCNc1ccc(C(F)(F)F)cc1[N+](=O)[O-],i,i
COc1cc2c(cc1OC)/C(=C/C(=O)c1ccccc1F)NCC2,-5.3*,i
CCc1cccc(CC)c1NC(=S)/C(=C(\[O-])c1ccc(Cl)s1)[n+]1ccccc1,i,i
CN(C)c1ccc(NC(=O)c2ccc([N+](=O)[O-])cc2Cl)cc1,i,i
O=C(O)c1ccccc1C1Nc2ccccc2C(=O)N1CCCN1CCOCC1 (centres undefined),i,i
Cc1ccc(NC(=O)CCNS(=O)(=O)c2ccc3c(c2)c(=O)n(C)c(=O)n3C)cc1C,i,i
COc1cc(CNc2cc(C)ccc2C)cc(OC)c1OC,i,i
O=C(COc1ccc(F)cc1)N1CCC(Cc2ccccc2)CC1,i,i
Cc1cccc(N=Cc2[nH]c3ccc(Br)c(Cl)c3c2O)c1,i,i
O=C(C(=O)N1CCCC1CO)N1CCCC1CO (centres undefined),i,i
COc1cc(NC(=O)c2cc3c(C)nc4ccccc4c3o2)cc(OC)c1OC,i,i
O=C(Cn1cnc2c(nnn2-c2ccc(F)cc2)c1=O)NCc1ccco1,i,i
COc1ccc(C(c2sc3nc(C)nn3c2O)N2CCC(C(N)=O)CC2)cc1OC (centres undefined),i,i
O=C(NCCc1ccccn1)c1cc(-c2ccc(Cl)c(Cl)c2Cl)nc2ccccc12,i,i
CCCCN(CCCNC(=O)c1c(C)cc(=O)oc1C)c1ccccc1,i,i
COc1cc(-c2nc(C(=O)NCC3CCCO3)cc3c2[nH]c2ccccc23)cc(OC)c1OC (centres undefined),i,i
CCN(CC)c1ccc(NC(=O)Cn2c(C(C)NC(=O)c3ccccc3)nc3ccccc32)cc1 (centres undefined),i,i
Cc1ccc2cc(CN(C(=O)c3ccco3)c3cccc(C)c3C)c(=O)[nH]c2c1,i,i
O=C(Cn1nnc(-c2ccccc2NC(=O)C2CC2)n1)NC1CCCCC1,i,i
Cc1ncc(CO)c2c1Oc1nc(-c3ccccc3)nc(SCC(=O)N3CCCCC3)c1C2,i,i
COC(=O)C1=CN(c2cc(C)cc(C)c2)C=C(C(=O)OC)C1c1cccc(F)c1,i,i
S=c1[nH]nc(CN2CCCCC2)n1-c1ccc(Cl)cc1,i,i
O=C(NCc1ccc(F)cc1)C1CCC(CNc2c(N3CCCCC3)c(=O)c2=O)CC1 (centres undefined),i,i
COc1ccc(-n2nc(C(=O)NCC(=O)N3CCN(c4ccccc4OC)CC3)c3ccccc3c2=O)cc1OC,i,i
COc1cc(OC)c2ccc(=O)oc2c1C(CCN1CCCC(C)C1)c1ccc2c(c1)OCO2 (centres undefined),i,i
CCN(CC)S(=O)(=O)c1cccc(-c2nnc(SCCCC(=O)c3ccccc3)o2)c1,i,i
Nc1ccc(S(=O)(=O)NCC(=O)OCCOc2ccccc2)cc1[N+](=O)[O-],i,i
COc1ccc(C)cc1NC(=O)c1ccc2c(c1)OCO2,i,i
CC(C)(Cc1ccccc1)/[N+]([O-])=C\c1ccc(C(F)(F)F)cc1,i,i
CC(NC(=O)CC12CC3CC(CC(C3)C1)C2)C(=O)O (centres undefined),i,i
COc1ccc(NC(=O)CCSCCC(=O)Nc2ccc(OC)cc2OC)c(OC)c1,i,i
Cn1nc(C(F)(F)F)c2cc(C(=O)Nc3ccc(Cl)cc3)sc21,i,i
COc1ccc(CN(C(=O)c2ccccc2OC)C2CCS(=O)(=O)C2)cc1 (centres undefined),i,i
CC(CNC(=O)c1ccc(-c2ccccc2)cc1)CN(C)C (centres undefined),i,i
Cc1ccnc(NC(=O)Cn2c(=O)oc3cc(S(=O)(=O)N4CCCC4)ccc32)c1,i,i
COc1cccc(-c2nn(-c3ccccc3)cc2CN(C)Cc2ccno2)c1,i,i
O=C1C(=O)N(CCN2CCOCC2)C(c2cccc(Cl)c2)/C1=C(\O)c1ccc2c(c1)OCCO2 (centres undefined),i,i
C(=C\CSc1ncn[nH]1)/CSc1ncn[nH]1,i,i
CCC(=O)N1c2ccc(S(=O)(=O)CCC(=O)NCc3cccs3)cc2CC1C (centres undefined),i,i

# Retrieved by structure from the entries so far, 6 records:
SMILES,CHT inh,CHT PAM
Cn1nc(C(F)(F)F)c2cc(C(=O)Nc3ccc(Cl)cc3)sc21,i,i
O=C1C(=O)N(CCN2CCOCC2)C(c2cccc(Cl)c2)/C1=C(\O)c1ccc2c(c1)OCCO2 (centres undefined),i,i
CC(NC(=O)CC12CC3CC(CC(C3)C1)C2)C(=O)O (centres undefined),i,i
COc1ccc(NC(=O)CCSCCC(=O)Nc2ccc(OC)cc2OC)c(OC)c1,i,i
CC(CNC(=O)c1ccc(-c2ccccc2)cc1)CN(C)C (centres undefined),i,i
CCC(=O)N1c2ccc(S(=O)(=O)CCC(=O)NCc3cccs3)cc2CC1C (centres undefined),i,i

# The list continues:
SMILES,CHT inh,CHT PAM
COc1ccc(C2=NOC(C(=O)NC3CCCCC3)C2)cc1OC (centres undefined),i,i
Cc1ccc(NC(=O)CNC(=O)c2ccc(C)o2)cc1,i,i
Cc1cccn2c(=O)c3cc(C#N)c(=O)n(-c4c(C)n(C)n(-c5ccccc5)c4=O)c3nc12,i,i
N#CC1=C(c2ccccc2)/C(=C/c2ccccc2)OC1=O,i,i
S=c1[nH]nc(COc2ccccc2)n1/N=C/c1cccc(Br)c1,i,i
C=CCNc1nc(-c2ccc([N+](=O)[O-])cc2)cs1,i,i
Cc1c(Cl)cccc1NC(=O)CCN1CCN(CCO)CC1,i,i
CC(CNC(=O)CCS(=O)(=O)c1ccc2c(c1)oc(=O)n2C)c1ccccc1 (centres undefined),i,i
COc1ccc(C(=O)CC(=O)C(=O)Nc2cc(C)ccc2C)cc1,i,i
Cn1c(SCC(=O)c2ccc(F)cc2)nc2cccnc21,i,i
CCOC(=O)C1CCN(C(=O)c2ccc3c(c2)C(=O)N(c2ccccc2C)C3=O)CC1,i,i
CCc1nn(CCCC(=O)N2CCC(C)CC2)c(=O)c2cc3occc3n12,i,i
CCc1ccccc1N1CC(C(=O)O)CC1=O (centres undefined),i,i
O=C(CSc1ncc(-c2ccccc2)n1-c1ccccc1)NCc1ccco1,i,i
CCC(CC)C(=O)Nc1ccc([N+](=O)[O-])cn1,i,i
Cc1ccn2cc(CNC(=O)c3cccs3)nc2c1,i,i
COc1ccc(/C=C/c2nnc(NC(=O)CSc3ccc(Cl)cc3)s2)cc1,i,i
COC(=O)c1sccc1NC(=O)CC1C(=O)NCCN1C(=O)Nc1ccc(C(F)(F)F)cc1 (centres undefined),i,i
CCN1C=CC(=C2C(=O)c3ccccc3C2=O)C=C1,i,i
CC(=O)Nc1ccc(NC(=O)CSC2=NS(=O)(=O)c3cc(Cl)ccc3N2)cc1,i,i
